# From PubChem
# IDE inh: inhibits human insulin-degrading enzyme in HEK cells. P14735. FAbetaB cleavage, fluorescence polarization. inhibition, % at 5.59 µM. 0.41% of 320,000 active. AID 434962;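 active = percent inhibition above the average of all tested compounds plus 3 SD, set per screening campaign, cut at about 16% in these data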;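 also: IDE supplied by intact live HEK cells; FP after avidin binding of uncleaved biotin substrate so inhibition keeps polarization high; 0% = DMSO wells and 100% = 60 µM reference IDE inhibitor Ii1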
# Target sequence (P14735 whole entry, looked up): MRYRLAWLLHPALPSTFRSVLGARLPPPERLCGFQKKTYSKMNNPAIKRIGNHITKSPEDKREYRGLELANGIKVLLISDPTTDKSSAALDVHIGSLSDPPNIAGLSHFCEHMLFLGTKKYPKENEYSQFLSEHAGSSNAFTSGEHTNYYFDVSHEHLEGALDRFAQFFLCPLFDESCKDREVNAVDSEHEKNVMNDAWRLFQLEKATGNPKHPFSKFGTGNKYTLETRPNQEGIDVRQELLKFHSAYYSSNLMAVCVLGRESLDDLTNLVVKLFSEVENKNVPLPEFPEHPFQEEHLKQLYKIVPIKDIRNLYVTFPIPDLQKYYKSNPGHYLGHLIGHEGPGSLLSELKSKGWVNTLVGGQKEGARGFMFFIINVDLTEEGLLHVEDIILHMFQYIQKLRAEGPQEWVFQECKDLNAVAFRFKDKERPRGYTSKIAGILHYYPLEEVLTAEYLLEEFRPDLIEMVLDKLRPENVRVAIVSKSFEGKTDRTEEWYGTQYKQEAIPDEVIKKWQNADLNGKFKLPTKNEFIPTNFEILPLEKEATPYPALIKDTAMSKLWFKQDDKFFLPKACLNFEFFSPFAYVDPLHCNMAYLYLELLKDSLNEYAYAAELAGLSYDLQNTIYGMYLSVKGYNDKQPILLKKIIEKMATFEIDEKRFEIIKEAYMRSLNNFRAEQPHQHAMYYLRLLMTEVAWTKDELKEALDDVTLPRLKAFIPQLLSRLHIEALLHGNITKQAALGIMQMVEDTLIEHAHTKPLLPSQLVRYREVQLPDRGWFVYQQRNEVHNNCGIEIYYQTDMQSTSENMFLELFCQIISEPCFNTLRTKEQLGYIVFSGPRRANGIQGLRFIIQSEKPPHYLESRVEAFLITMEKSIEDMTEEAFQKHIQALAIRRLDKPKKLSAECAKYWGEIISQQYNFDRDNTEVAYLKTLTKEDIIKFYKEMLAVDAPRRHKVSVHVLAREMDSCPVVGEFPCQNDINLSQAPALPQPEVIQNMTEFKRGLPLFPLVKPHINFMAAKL
# IDE act: activators of human insulin-degrading enzyme in cells. HEK cells, FAbeta-B cleavage, fluorescence polarization; 0% vehicle, 100% cell-free pure enzyme wells. P14735. activation, % at 5.96 µM. AID 493087. 0.073% of 340,000 active;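 active = activation above the mean of all tested compounds plus 3 SD, set per screening campaign, cut at about 17% in these data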
# * hit, by the source's call. The list is partial (hit frequency here may not be typical).
# Results follow in this order: IDE inh	IDE act
> CCN(CC(=O)Nc1c(F)cccc1F)C(=O)CCC(=O)c1ccc(C)cc1
    6.4	-1.5
> CCOC(=O)c1ccccc1NC(=O)C1CCN(c2ncnc3sc(C)c(C)c23)CC1
    1.4	-4.5
> CCOC(=O)C1=C(COC(=O)Cc2ccc(Cl)cc2)NC(=O)NC1C (stereo not drawn)
    -0.1	-0.8
> CCCCc1ccc(NC(=O)CSc2nc(=O)n(CCN(CC)CC)c3c2CCCC3)cc1
    6.0	1.4
> CC(C)CC(c1nnnn1C(C)C)N1CCN(C(=O)c2ccco2)CC1 (stereo not drawn)
    -0.2	4.7
> COc1ccc(CCNC(=O)C2CC2)cc1
    1.7	6.2
> NC(=O)C1Cc2ccccc2CN1C(=O)c1cc(C2CC2)nn1-c1ccccc1 (stereo not drawn)
    5.0	2.9
> O=C(Nc1cccc(C(=O)NC2CC2)c1)c1ccc(Cl)c(S(=O)(=O)N2CCOCC2)c1
    -0.1	2.8
> N#CC1(NC(=O)COC(=O)c2ccccc2[N+](=O)[O-])CCCCC1
    -1.1	5.7
> C=CCC[C@H](Cc1ccc(F)cc1)C(=O)OC[C@@H](C)NC(=O)[C@@H](CC=C)CC(=O)N[C@@H](CO)Cc1ccccc1
    -1.1	0.3

# Whole records as entered above. Order of values: IDE inh | IDE act
# `COc1ccc(CCNC(=O)C2CC2)cc1` is listed with 1.7 | 6.2
# `N#CC1(NC(=O)COC(=O)c2ccccc2[N+](=O)[O-])CCCCC1` is listed with -1.1 | 5.7
# `CC(C)CC(c1nnnn1C(C)C)N1CCN(C(=O)c2ccco2)CC1` (stereo not drawn) is listed with -0.2 | 4.7
# `CCN(CC(=O)Nc1c(F)cccc1F)C(=O)CCC(=O)c1ccc(C)cc1` is listed with 6.4 | -1.5
# `NC(=O)C1Cc2ccccc2CN1C(=O)c1cc(C2CC2)nn1-c1ccccc1` (stereo not drawn) is listed with 5.0 | 2.9

# Later entries:
# Results follow in this order: IDE inh	IDE act
> CN1CCOCCOc2ccccc2OCCOCC1
    -0.6	3.5
> COc1ccc(CN(C)C(=O)Cn2cnc3c(SC)nc(N)nc32)cc1OC
    -2.4	6.4
> O=C(Nc1cccc(S(=O)(=O)N2CCCC2)c1)c1ccc(Cl)nc1
    -3.9	0.1
> CCOC(=O)[C@H]1[C@H]2COc3ccc(Cl)cc3[C@@H]2N2C(=O)CN(Cc3ccc(F)cc3)C(=O)[C@@]12C
    -5.1	0.1
> CCN(Cc1ccccc1)C(=O)c1cccc(S(=O)(=O)N2CCN(Cc3ccccc3)CC2)c1
    -1.9	3.6
> CN(CC(=O)Nc1ccc(F)c(F)c1F)C(=O)C1COc2ccccc2O1 (stereo not drawn)
    4.3	4.3
> C=CC[C@@H](CC(=O)NCCO)C(=O)N[C@H](C)COC(=O)[C@@H](CC=C)Cc1ccc(F)cc1
    4.1	-6.7
> O=C1CCc2cc(S(=O)(=O)NCc3ccccc3Cl)cc3c2N1CC3
    1.2	4.1
> O=C(CSc1n[nH]c(-c2ccc(Br)cc2)n1)N1CCOCC1
    4.3	0.1
> COc1ccc(OCC(=O)Nc2cccc(S(=O)(=O)N(C)c3ccccc3)c2)c([N+](=O)[O-])c1
    0.8	3.8
> COc1ccc(CN(C)C(=O)C2CC(=O)N(c3ccc4c(c3)OCCO4)C2)c(OC)c1 (stereo not drawn)
    6.1	5.6
> CCOc1ccc(CCNC(=O)CN2C(=O)NC3(CCCCC3C)C2=O)cc1OCC (stereo not drawn)
    -2.1	1.7
> CC1CC(C)CN(C(=O)c2cccc(NC(=O)CC3SC(N4CCCCC4)=NC3=O)c2)C1 (stereo not drawn)
    9.1	1.2
> Cc1sc2ccccc2c1CNC[C@H]1O[C@@H](n2cnc3c(N)ncnc32)[C@H](O)[C@@H]1O
    -0.8	0.8
> Cc1ccc(NC(=O)CSc2ccc(-c3ccc(-n4cccn4)cc3)nn2)c(C)c1
    -0.9	7.7
> COc1cccc(NC(=O)COC(=O)c2c(C)noc2C)c1
    3.8	1.6
> CC(=O)Nc1ccc(S(=O)(=O)NNC(=O)CCC(=O)NCc2ccccc2)cc1
    1.9	-3.8
> COc1ccc(OC)c(NC(=O)COC(=O)COc2ccc(Nc3ccccc3)cc2)c1
    0.7	1.1
> O=C(COC(=O)c1ccc2ncsc2c1)Nc1cc([N+](=O)[O-])ccc1Cl
    -2.4	2.8
> Cc1cc(NC(=O)C(C)SCC(=O)N(C)CC(=O)Nc2ccc(F)cc2)no1 (stereo not drawn)
    -3.8	-5.6
> COc1ccccc1-c1nnc(SCC(=O)NC2CC2)n1C
    3.8	6.2
> O=C(COc1ccc(Cl)cc1Cl)NCC1(N2CCOCC2)CCCCC1
    -1.4	2.8
> Cc1ccc(NC(=O)CSCC(=O)NCCc2ccccc2)c(C)c1
    -2.0	1.5
> Cc1ccc(S(=O)(=O)Nc2ccc(F)c(S(=O)(=O)N3CCOCC3)c2)cc1
    2.8	4.7
> CC(Oc1cccc(Cl)c1)C(=O)Nc1cc(S(=O)(=O)N2CCOCC2)ccc1N1CCCC1 (stereo not drawn)
    5.6	5.7
> CCC(=NNC(=O)c1cccc(S(=O)(=O)N2CCOCC2)c1)c1ccccc1
    6.9	4.1
> C[C@H](CO)N1C[C@H](C)[C@@H](CN(C)C(=O)Nc2ccccc2)Oc2ccc(NC(=O)C3CC3)cc2C1=O
    2.8	6.0
> Cc1ccc(CN(C)C(=O)c2cc(S(=O)(=O)N3CCOCC3)ccc2F)o1
    1.0	3.4
> CCOC(=O)CCCCCC(=O)Nc1ccc2c(c1)C(=O)N([C@H](C)CO)C[C@H](C)[C@@H](CN(C)C(=O)Nc1ccc(OC)cc1)O2
    6.9	-2.9
> COc1cc(C(=O)Nc2cccc(S(=O)(=O)N3CCCC3)c2)c([N+](=O)[O-])cc1OC
    -5.2	1.9
> CC(NC(=O)Cc1ccc(S(=O)(=O)N2CCCCC2)cc1)c1ccccc1 (stereo not drawn)
    0.0	-5.0
> O=C(CN1C(=O)NC2(CCCCCC2)C1=O)c1ccc(Cl)s1
    2.0	-2.8
> CC1CC(C)CN(C(=O)c2ccc3ncsc3c2)C1 (stereo not drawn)
    -1.3	-1.3
> Cc1ccc(S(=O)(=O)N2CCOCC2)cc1C(=O)N1CCc2ccccc21
    -1.0	2.9
> O=C(Nc1cccc(S(=O)(=O)N2CCCCC2)c1)c1ccc(N2CCCC2=O)cc1
    2.0	0.3
> CCN(CC(=O)Nc1ccc2c(c1)OCCO2)C(=O)/C=C/c1ccc([N+](=O)[O-])cc1
    -1.4	1.7
> COc1cccc(NC(=O)CN(C)C(=O)CCNS(=O)(=O)c2ccc(C)cc2)c1
    1.5	1.2
> COc1ccc(S(=O)(=O)N2CCCCCC2)cc1C(=O)NCCc1ccccc1
    0.9	0.7
> Cc1ccc(C2=NOC(=O)/C2=C\c2ccccc2)cc1
    6.6	-6.9
> COc1ccc(C2=NCCn3nc4cc(C(F)(F)F)ccc4c32)cc1
    -2.6	-1.3
> C[C@@]12CCC3[C@@](CCC4[C@@]3(C)CCC[C@@]4(C)C(=O)NCc3ccccc3)(CC1=O)C2 (stereo partly drawn)
    -4.0	0.7
> O=C(NCC(c1ccco1)N1CCCC1)c1cc(S(=O)(=O)N2CCCCC2)ccc1Cl (stereo not drawn)
    -2.0	2.5
> NS(=O)(=O)c1ccc(CNC(=O)C2CCCN2C(=O)c2cccs2)cc1 (stereo not drawn)
    2.0	0.7
> COC(=O)[C@]1(C)N[C@H](c2ccc(-c3ccc(Cl)c(Cl)c3)cc2)[C@@H]2C(=O)N(C)C(=O)[C@@H]21
    3.3	-1.5
> CC(=O)Nc1ccc(NC(=O)C(C)OC(=O)COc2ccc(Nc3ccccc3)cc2)cc1 (stereo not drawn)
    -1.8	0.1
> CSc1ccc(CN(C)CC(=O)Nc2ccccc2C(=O)NC2CC2)cc1
    -2.6	0.8
> CCOC(=O)c1ccc(NC(=O)CSc2nc(=O)n3cccc(C)c3n2)cc1
    -5.0	-0.2
> CCCN(C(=O)CSCc1ccc(Cl)cc1)c1c(N)n(Cc2ccccc2)c(=O)[nH]c1=O
    -0.9	1.2
> CC1CCN(S(=O)(=O)CCNC(=O)c2ccccc2)CC1
    2.1	-0.1
> CCOC(=O)C1=C(C)NC(C)=C(C(=O)OCC)C1C(=O)OCC(=O)NCCc1ccccc1
    0.3	1.3

# Remaining list, next part
# Results follow in this order: IDE inh	IDE act
> N#Cc1cccc(C(=O)OCC(=O)N2CCCc3ccccc32)c1
    9.2	-0.4
> CCN(c1ccccc1)S(=O)(=O)c1ccc(Cl)c(C(=O)N2CCCC2)c1
    2.3	6.8
> CN1CCN(c2ccc(NC(=O)c3cccc(S(=O)(=O)N4CCCC4)c3)cc2)CC1
    -1.1	1.5
> O=C(c1ccc(NS(=O)(=O)c2ccc3[nH]c(=O)[nH]c3c2)cc1)N1CCN(c2ccccc2)CC1
    0.5	2.4
> O=C(COc1coc(CN2CCCc3ccccc32)cc1=O)Nc1ccc([N+](=O)[O-])cc1
    1.3	1.1
> CC(C)(C)c1ccc(C(=O)NC(=O)COC(=O)c2ccc(Br)o2)cc1
    -4.8	3.3
> CCOC(=O)Cc1csc(NC(=O)CSc2nc(=O)[nH]c3c2CCCC3)n1
    -1.1	3.0
> Cc1nc(-c2ccc(F)cc2)c(CC(=O)N2CCN(S(=O)(=O)c3cccc(F)c3)CC2)s1
    -0.4	-3.6
> CC1CCCN(C(=O)C2CCN(S(=O)(=O)c3ccccc3)CC2)C1 (stereo not drawn)
    3.0	3.6
> COc1cc(C(=O)NNC(=O)c2cccn2C)cc(OC)c1OC
    6.7	2.6

# Of the compounds above, these contain a cyano group:
# Results follow in this order: IDE inh	IDE act
> N#CC1(NC(=O)COC(=O)c2ccccc2[N+](=O)[O-])CCCCC1
    -1.1	5.7
> N#Cc1cccc(C(=O)OCC(=O)N2CCCc3ccccc32)c1
    9.2	-0.4

# Further entries:
# Results follow in this order: IDE inh	IDE act
> CN(Cc1ccc(OC(F)F)cc1)C(=O)/C=C/c1ccc(S(=O)(=O)N2CCOCC2)cc1
    0.9	-0.3
> CCN(CC)S(=O)(=O)c1ccc(N2CCOCC2)c(NC(=O)c2sccc2C)c1
    8.0	-0.9
> O=C(CCNC(=O)c1ccccc1)NCCCc1ccccc1
    1.2	-1.5
> O=C(Cc1n[nH]c(=O)c2ccccc12)OCC(=O)c1ccc(F)cc1
    7.8	3.8
> O=C(C[C@H]1C/C=C\CC[C@H](Cc2ccc(F)cc2)C(=O)O[C@@H](c2ccccc2)CNC1=O)N[C@H](CO)Cc1ccccc1
    -2.9	4.5
> Cc1ccc(S(=O)(=O)CCC(=O)OCC(=O)NNC(=O)c2ccc([N+](=O)[O-])cc2)cc1
    -0.7	3.2
> CCC(C(=O)OCC(=O)Nc1ccc(C)c(S(=O)(=O)N2CCOCC2)c1)c1ccccc1 (stereo not drawn)
    -0.7	4.5
> O=C(CN1CCCCCC1)Nc1ccccc1C(=O)Nc1ccccc1
    4.3	3.7
> CCn1nnnc1SCC(=O)N1c2ccccc2NC(=O)CC1C (stereo not drawn)
    -5.9	2.6
> CC(C)NC(=O)Nc1ccc2c(c1)C(=O)N([C@H](C)CO)C[C@H](C)[C@@H](CN(C)C(=O)Nc1ccc(C(F)(F)F)cc1)O2
    2.0	2.5
> CCOC(=O)C1CCN(S(=O)(=O)c2ccc3c4c(cccc24)C(=O)N3CC)CC1
    1.6	-2.2
> CC(OC(=O)c1cccc(S(=O)(=O)N2CCOCC2)c1)C(=O)NC1CCCCC1C (stereo not drawn)
    -7.5	1.4
> Cc1ccc2c(CC(=O)OCC(=O)N(CC(C)C)c3c(N)n(Cc4ccccc4)c(=O)[nH]c3=O)coc2c1
    0.6	-0.6
> COc1ccccc1CN1CCN(S(=O)(=O)c2ccc(C)cc2)CC1
    3.2	-2.4
> O=C1C=C(c2ccc(C(=O)O)c(Cl)c2)C[C@@H](c2ccc3c(c2)OCO3)C1
    2.9	0.2
> CCOc1ccc(NC(=O)CN(C)C(=O)c2ccc(OCc3ccccc3)c(OC)c2)cc1OCC
    4.0	4.6
> O=C(COC(=O)CN1C(=O)NC2(CCCC2)C1=O)Nc1c(Cl)cccc1C(F)(F)F
    7.6	-2.9
> CCCN(CC(=O)Nc1ccccc1OC)C(=O)c1ccc2[nH]c3c(c2c1)CC(C)CC3 (stereo not drawn)
    -2.6	-0.9
> COc1cc(/C=C2\SC(=O)N(CCNC(=O)c3c(C)noc3C)C2=O)cc(OC)c1OC
    -0.6	5.8
> CC1(c2cccc(Br)c2)NC(=O)N(CC(=O)NCC2CCCO2)C1=O (stereo not drawn)
    -0.8	3.4
> COc1cccc(NC(=O)COc2cccnc2[N+](=O)[O-])c1
    0.9	2.8
> O=C1CCc2ccccc2O1
    8.2	-3.8
> COc1ccc(S(=O)(=O)N2CCCCCC2)cc1NC(=O)CN1C(=O)NC(C)(c2ccccc2)C1=O (stereo not drawn)
    0.5	-1.7
> CCN(CC)S(=O)(=O)c1ccc2c(c1)nc(SCC(=O)NCC1CCCO1)n2CC (stereo not drawn)
    -8.1	2.8
> N#CCC(=O)Nc1ccc(C(=O)OCC(=O)c2ccc3c(c2)OCO3)cc1
    2.1	0.6
> CC(C)(C)OC(=O)N[C@@H](/C=C/c1ccccc1)C(=O)OC(C)(C)C
    -3.2	4.8
> Cc1nn(CC(=O)N2CCN(C(=O)c3ccco3)CC2)c(C)c1[N+](=O)[O-]
    3.1	-2.1
> O=C(C[C@@H]1C/C=C\C[C@@H](NC(=O)OCC2c3ccccc3-c3ccccc32)C(=O)OC[C@@H](Cc2ccccc2)NC1=O)NCCO
    0.0	-3.1
> C[C@H](CO)N1C[C@H](C)[C@@H](CN(C)S(=O)(=O)c2ccc(F)cc2)Oc2ccc(NC(=O)Cc3ccccc3)cc2C1=O
    4.7	2.0
